Source: PubChem BioAssay
KB-3-1 cytotox – KB-3-1 parental cell cytotoxicity; KB-3-1 viability, CellTiter-Glo ATP luminescence, 72 h; 400,000 tested, 1.4% active; Potency, µM (doses to about 46.1 µM), without a hit: at the highest dose activity change, negative = cytotoxic, hits mostly cytotoxic; further: potency means the concentration at half of the fitted maximal effect; on the % scale 0 is the no-effect control and ±100 the full control effect; nearly all actives have a fitted effect of over 60% in size
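Screening of KB-3-1 cells (DMEM, 10% FBS, phenol-red free) ran from lowest to highest compound concentration; after 72 h at 37 °C viability was read luminescently and curves fitted.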
KB-V1 cytotox – KB-V1 MDR subline cytotoxicity | KB-V1 MDR cells viability, CellTiter-Glo, 72 h | Potency, µM (series often up to 46.1 µM), for inactives: at the highest dose activity change, negative = cytotoxicity, hits mostly cytotoxic | 400,000 tested, 3.4% active | AID 1347076; further: potency means the concentration at half of the fitted maximal effect; on the % scale 0 is the no-effect control and ±100 the full control effect; nearly all actives have a fitted effect of over 60% in size
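Cytotoxicity via CellTiter-Glo luminescence after 72 h compound exposure at 37 degrees C. Cells: drug-selected KB-V1 line, DMEM phenol-red free plus 10% FBS. Compounds tested at multiple concentrations; normalized data fitted to concentration-effect curves.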
WRN helicase inh – blocks human WRN helicase; Q14191; 360,000 tested, 0.46% active; Potency, µM (titrated, usually from 114 µM), for inactives: at the top dose activity change, negative = inhibition, usual class: inhibitors; WRN helicase unwinding, fluorescent forked duplex, kinetic; AID 651768; further: potency means the concentration at half of the fitted maximal effect; on the % scale 0 is the no-effect control and ±100 the full control effect; nearly all actives have a fitted effect of over 55% in size
Target sequence (Q14191 whole entry, looked up): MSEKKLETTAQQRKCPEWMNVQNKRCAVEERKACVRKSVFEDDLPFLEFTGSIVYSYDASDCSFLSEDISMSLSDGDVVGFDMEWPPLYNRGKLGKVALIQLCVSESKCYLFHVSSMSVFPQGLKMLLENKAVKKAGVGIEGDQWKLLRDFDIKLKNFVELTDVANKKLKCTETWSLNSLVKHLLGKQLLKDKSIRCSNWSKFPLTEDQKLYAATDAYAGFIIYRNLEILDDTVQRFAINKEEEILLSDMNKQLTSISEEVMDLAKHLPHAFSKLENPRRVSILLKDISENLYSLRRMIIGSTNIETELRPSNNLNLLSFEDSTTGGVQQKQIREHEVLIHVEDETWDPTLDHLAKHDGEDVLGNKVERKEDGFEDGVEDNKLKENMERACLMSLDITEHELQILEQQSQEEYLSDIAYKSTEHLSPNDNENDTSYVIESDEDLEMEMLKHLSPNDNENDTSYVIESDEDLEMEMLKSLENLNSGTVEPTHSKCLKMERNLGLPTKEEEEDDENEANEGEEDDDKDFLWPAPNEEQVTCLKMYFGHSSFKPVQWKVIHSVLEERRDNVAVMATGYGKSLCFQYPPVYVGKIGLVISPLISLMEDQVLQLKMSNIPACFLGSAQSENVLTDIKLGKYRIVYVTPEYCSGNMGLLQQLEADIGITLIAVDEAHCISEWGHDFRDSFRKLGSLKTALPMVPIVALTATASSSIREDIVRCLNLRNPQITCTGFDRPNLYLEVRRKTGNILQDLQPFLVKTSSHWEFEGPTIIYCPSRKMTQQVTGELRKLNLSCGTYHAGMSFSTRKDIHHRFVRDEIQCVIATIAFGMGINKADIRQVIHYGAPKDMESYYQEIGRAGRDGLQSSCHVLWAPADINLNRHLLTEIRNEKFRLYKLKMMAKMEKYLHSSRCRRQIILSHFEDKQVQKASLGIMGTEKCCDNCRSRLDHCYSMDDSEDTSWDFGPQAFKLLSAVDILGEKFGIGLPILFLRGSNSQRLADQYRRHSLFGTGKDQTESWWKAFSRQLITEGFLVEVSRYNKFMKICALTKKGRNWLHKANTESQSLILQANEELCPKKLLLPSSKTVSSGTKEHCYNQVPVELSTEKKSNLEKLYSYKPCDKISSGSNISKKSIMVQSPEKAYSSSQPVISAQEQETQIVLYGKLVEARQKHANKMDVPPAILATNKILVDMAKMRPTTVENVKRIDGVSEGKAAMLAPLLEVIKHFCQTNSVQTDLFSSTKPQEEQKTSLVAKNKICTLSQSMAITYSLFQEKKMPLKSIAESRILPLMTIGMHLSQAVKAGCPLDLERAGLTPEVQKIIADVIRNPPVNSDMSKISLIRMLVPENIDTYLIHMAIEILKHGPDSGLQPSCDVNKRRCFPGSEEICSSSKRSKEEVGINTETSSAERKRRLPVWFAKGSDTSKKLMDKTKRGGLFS
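Fluorescence dequenching readout, ex 525 nm/em 598 nm, kinetic mode: forked duplex DNA (100 nM final) with adjacent fluorophore and quencher unwound by WRN (20 nM final) with 2 mM ATP. Compound preincubation 15 min, room temperature.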
HT1080 IDH1KD tx – kills HT-1080 cells with IDH1 knockdown. HT-1080 IDH1 knockdown viability, ATP luminescence, 48 h. Potency, µM (highest dose often 46.1 µM), inactives show at the top dose activity, negative = toxicity, hits mostly cytotoxic. 360,000 tested, 2% active. AID 686971;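 further: potency means the concentration at half of the fitted maximal effect; 0% = DMSO wells and -100% = cell-free medium wells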
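Assay cells: HT-1080 with IDH1 knockdown, 750 per well, RPMI/5% FBS. Exposure: 48 h at 37 °C following 2 h pre-incubation. Read: CellTiter-Glo luminescence; fitted concentration-response, curve class assigned.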
HT1080NT lethal – kills 2HG-producing HT-1080-NT fibrosarcoma cells | HT-1080-NT fibrosarcoma viability, CellTiter-Glo ATP luminescence, 48 h | Potency, µM (doses to about 46.1 µM), without a hit: top-dose activity, negative = less viability, actives largely listed as cytotoxic | 360,000 tested, 1.6% active | AID 686970;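 further: NT is the 2HG producing partner of a matched IDH1 knockdown line; potency means the concentration at half of the fitted maximal effect; 0% = DMSO-treated cells and -100% = media-only wells without cells; nearly all actives have a fitted effect of over 55% in size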
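Viability by CellTiter-Glo luminescence after 48 h compound exposure at 37C of HT-1080-NT cells (750/well, RPMI, 5% FBS). % activity scaled between DMSO wells and medium-only wells, then curve-fitted and categorized by curve class.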
ATXN2 expr inh – ATXN2 expression inhibition | Potency, µM (series often up to 57 µM), for inactives: top-dose activity change, negative = inhibition, actives largely listed as inhibitors | HEK-293 ATXN2-luciferase reporter, luminescence, 24 h | 360,000 tested, 0.72% active; further: potency means the concentration at half of the fitted maximal effect; on the % scale 0 is the no-effect control and ±100 the full control effect; nearly all actives have a fitted effect of over 55% in size
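qHTS (up to 57 uM final) was run with 24 h compound exposure of reporter cells at 37 °C. Each well was multiplexed: SteadyGlo luminescence measured ATXN2-luciferase expression after a fluorogenic Gly-Phe-AFC viability readout (25 uM final).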
SW480 rerep – inducers of DNA re-replication in SW480 colon cancer cells | SW480 DNA re-replication, Hoechst DNA content imaging, 48 h | AID 624297 | Potency, µM (series often up to 46.1 µM), without a hit: top-dose re-replication activation, usual class: activators | 340,000 tested, 1.8% active; further: potency means the concentration at half of the fitted maximal effect; % of control where 0% means no effect; nearly all actives have a fitted effect of over 55% in size
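Compounds, transferred as 23 nL by pin tool, were incubated with cells for 48 hr; DNA content per nucleus was then quantified by Hoechst staining and fluorescence plate imaging.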
MCF10A rereplic – induces DNA re-replication in MCF 10a normal breast cells | 350,000 tested, 2.9% active | MCF 10A DNA re-replication, Hoechst nuclear intensity, 48 h | Potency, µM (doses to about 46.1 µM), for the others: top-dose activity, positive = re-replication, hits mostly activators | AID 624296; further: potency means the concentration at half of the fitted maximal effect; % of control where 0% means no effect; nearly all actives have a fitted effect of over 50% in size
IL-1B inflam inh – inhibitors of inflammasome signaling (IL-1 beta secretion). activity change, % at 57.5 µM. 360,000 tested, 4.7% active. THP-1 LPS/ATP IL-1B secretion, AlphaLISA, 16 h; hits give low values; in the data active means activity change below about -50%; inconclusive means mostly about -30% to -49%; further: on the % scale 0 is the no-effect control and ±100 the full control effect
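Secreted IL-1B measured by AlphaLISA bead assay after 16 h compound exposure of THP-1 cells; compounds (final up to 57.5 uM) added 1 h before LPS (250 ng/mL) and ATP (1.25 mM) stimulation; lower signal means less secretion.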
* marks the source's active call; other numbers are inactive results; ? = inconclusive; · = no result given; & = joins results of further samples; [ ] = dose if it differs, or a comment. Unless noted, the call rests on the fitted dose curve; in most records, active means well fitted curve in the direction sought with a large enough effect; inconclusive means small, poorly fitted or top-dose-only effect, or another doubt; inactive means no such curve, though single readings can be large; an effect the other way counts as inactive or inconclusive.

The first 2 records, to show the layout:
SMILES	KB-3-1 cytotox	KB-V1 cytotox	WRN helicase inh	HT1080 IDH1KD tx	HT1080NT lethal	ATXN2 expr inh	SW480 rerep	MCF10A rereplic	IL-1B inflam inh
Cc1cc(C(=O)CN2C(=O)C(=O)N(Cc3ccccc3)C2=O)c(C)n1-c1ccc2c(c1)OCCO2	?	?	0%	?	?	-38%	24%	?	25
CC1(NC(=O)C2CCCCC2)CCS(=O)(=O)C1 (stereo not given)	-1%	2%	0%	6%	-1%	-16%	4%	-1%	18

This part in full, previewed entries included:
SMILES	KB-3-1 cytotox	KB-V1 cytotox	WRN helicase inh	HT1080 IDH1KD tx	HT1080NT lethal	ATXN2 expr inh	SW480 rerep	MCF10A rereplic	IL-1B inflam inh
Cc1cc(C(=O)CN2C(=O)C(=O)N(Cc3ccccc3)C2=O)c(C)n1-c1ccc2c(c1)OCCO2	?	?	0%	?	?	-38%	24%	?	25
CC1(NC(=O)C2CCCCC2)CCS(=O)(=O)C1 (stereo not given)	-1%	2%	0%	6%	-1%	-16%	4%	-1%	18
O=C(Cn1c(=O)n(-c2ccc(F)cc2)c(=O)c2sccc21)c1ccccc1	11%	21µM*	2%	1%	-4%	1%	-104%[inhibitor]	-4%	-27
COc1ccc(NC(=O)CCCC(=O)OCC(F)(F)C(F)F)cc1	10%	17%	5%	15%	7%	6%	-6%	-11%	18
O=C1C=C(c2ccccc2)C[C@@H](c2ccc(Cl)cc2)C1	-13%	0%	-12%	-4%	10%	-8%	0%	?	-24
C=CCN1C(=O)C(Cc2ccc(OC)cc2)S/C1=N/N=C/c1ccco1 (stereo not given)	-7%	-3%	-18%	-6%	15%[9.24 µM]	10%	0%	-4%	0
O=C(COC(=O)c1ccccc1SCC(=O)N1CCCC1)Nc1ccccc1OC(F)F	-2%	9%	3%	3%	1%	8%	-43%[inhibitor]	7%	6
CCCCCC(CC(=O)NO)C(=O)NC(C(=O)N1CCCC1CO)C(C)C (stereo not given)	?	0%	1%	-20%	-10%	?	-66%[inhibitor]	-43%[inhibitor]	-13
CCO[C@H]1OC(C(N)=O)=C[C@@H](c2coc3ccccc3c2=O)[C@@H]1CCCO	6%	-3%	2%	7%	4%	8%	-21%	-9%	2
COc1ccc(OC)c(S(=O)(=O)Nc2cccc3ccc(O)cc23)c1	-3%	-2%	-26%	-13%	-21%	21%	2%	6%	-11
O=C(CCC(=O)c1cccs1)Nc1nc2ccccc2s1	17%	2%	-5%	8%	0%	29%	7%	6%	-8
COc1ccc(C2Nc3cc(OC)ccc3-n3cccc32)cc1 (stereo not given)	1%	?	2%	-22%	-16%	1%	21µM*	16µM*	?
O=C(CSc1nnc(-c2ccccc2)n1C1CCCCC1)Nc1ccc(S(=O)(=O)Nc2ccccn2)cc1	-19%	0%	1%	-29%	-18%	1%	10%	17%	-1
Cn1cnc2nc3n(c2c1=O)CCC3	-2%	0%	-5%	-4%	-5%	0%	-8%	0%	-4
CCOC(=O)c1sc(NC(=O)/C=C/c2cnn(C)c2C)c(C(=O)OC(C)C)c1C	-22%	9%	-2%	8%	14%	1%	?	?	-3
COc1ccc(CCN2C(=O)C3C(C2=O)C2C=CC3C23CC3)cc1OC (stereo not given)	6%	-16%	-27%	?	16%	-7%[11.3 µM]	-3%	-6%	-8
COc1cc(OC)cc(-c2c(C#Cc3ccsc3)c3cc(-c4ccc5cc[nH]c5c4)ccc3n2C)c1	2%	0%	21%	4%	6%	2%	9%	-1%	23
COc1ccc(C(=O)OCC(=O)c2ccco2)cc1[N+](=O)[O-]	0%	?	-11%	-1%	12%	·	·	·	-10
CCN(c1ccccc1)S(=O)(=O)c1cccc(C(=O)NCc2ccccc2CN2CCOCC2)c1	-17%	-5%	-1%	-2%	1%	-33%	3%	?	4
Cc1ccc(S(=O)(=O)Nc2cccc3c2CCCC3)cc1	-8%	?	-14%	6%	5%	2%	·	-2%	0
O=C(OCC(=O)N1CCc2ccccc21)c1n[nH]c(=O)c2ccccc12	13%	28%	12%	-2%	6%	1%	-17%	19%	2
Cc1c(O)ccc2c(CN3CCN(Cc4ccccc4)CC3)cc(=O)oc12	-23%	-3%	4%	4%	-7%	?	?	-11%	17
COc1ccc(CCNCC(O)Cn2ccc3ccccc32)cc1OC (stereo not given)	-1%	-8%	-1%	-10%	1%	·	-17%	4%	?
S=c1nc2ccccc2c2nc(-c3ccccc3Cl)[nH]n12	-9%	1%	-6%	1%	-10%	·	1%	1%	36
OC(COc1cccc2ccccc12)CN1CCN(c2ccc(Cl)cc2)CC1 (stereo not given)	-7%	?	-10%	-10%	-20%	·	-15%	?	-14
CC(C)NC(=O)C1CCN(Cc2cccc(OCc3ccccc3)c2)CC1	-2%	-25%	-10%	-13%	0%	·	·	·	15
CCOc1ccccc1N(CC(=O)NC1CCCCC1)C(=O)CNC(=O)c1ccco1	23%	-7%	-3%[57.1 µM]	16%	13%	4%	-8%	-2%	5
O=C(N/N=C/c1coc2ccccc2c1=O)c1cc(O)cc(O)c1	-6%	?	-4%	-2%	2%	3%	3%	-4%	-2
Cc1ccc(CCNC(=O)CN(C)S(=O)(=O)c2ccc3c(c2)c(=O)n(C)c(=O)n3C)cc1	?	2%	2%	5%	10%	4%	-1%	4%	-12
COc1ccc(OCCCC(=O)Nc2cc(S(=O)(=O)N3CCCCC3)ccc2C)cc1	-17%	0%	-5%	-28%	-22%	?	?	1%	-7
CN(Cc1nccn1C)C(=O)CCc1nnc(CCC2CCCCC2)o1	-4%	-19%	-1%	-5%	-5%	·	3%	4%	0
C=CCc1cccc(/C=N/NC(=O)C(=O)Nc2ccc(C)cc2)c1O	-4%	-29%	-3%[57.1 µM]	-17%	-10%	4%	4%	2%	31
O=C(Cc1ncc(C(F)(F)F)cc1Cl)N1CCN(c2cccc(Cl)c2)CC1	-16%	2%	10%	5%	-1%	·	-23%	5%	8
CCOc1ccc(C(C)=O)cc1COc1ccc(-c2nnco2)cc1	5%	6%	6%	6%	15%	0%	-5%	3%	-21
Cc1ccc(-c2ccccc2)n1-c1cccc(C(=O)O)c1	5%	11%	-12%	-15%	4%	·	-2%	1%	-15
Cc1ccc(F)cc1NCC(=O)Nc1ccc(Br)cc1	0%	-24%	-28%	-16%	-16%	36%	·	19%	0
CCOC(=O)CCN(c1ccccc1)S(=O)(=O)c1ccc(-c2ccc(=O)[nH]n2)s1	9%	27%	-15%	1%	-4%	5%	-4%	0%	25
Cc1cc(C)n(-c2n[nH]c(=O)c3ccccc23)n1	-9%	-10%	-1%	6%	0%	5%	4%	-2%	39
N#Cc1ccc(Oc2ccc(S(=O)(=O)N3CCOCC3)cn2)cc1	0%	-14%	13%	1%	5%	10%	-3%	1%	1
O=C(CNC(=O)c1ccco1)OCc1ccccc1Cl	0%	21%	12%	12%	6%	2%	-17%	6%	-14
CC(NC(=O)CN1CCN(CC(=O)Nc2ccccc2Cl)CC1)c1ccc(Br)cc1 (stereo not given)	2%	-2%	-1%	-3%	-8%	-8%	-3%	-2%	-3
CC(Sc1ccccc1)C(=O)Nc1ccc(S(=O)(=O)N2CCOCC2)cc1 (stereo not given)	-29%	0%	9%[57.1 µM]	-4%	-9%	-10%	-1%	0%	-10
C=CC[C@]12CCc3ccccc3C1N(c1ccc(C(=O)OCC)cc1)C2=O (stereo not given in full)	0%	-9%	-5%	-1%	?	-17%	2%	8%	4
CCN(CC(=O)NCc1cccs1)C(=O)c1cccc(S(=O)(=O)Nc2ccc(C)cc2)c1	-16%	-2%	-17%	-20%	-1%	0%	1%	2%	-6
Cc1cc(NC(=O)CSc2nncc(=O)n2N)no1	-5%	?	2%[57.1 µM]	17%	17%	-2%	-4%	-21%	10
CCOC(=O)C1(CC2CCCCO2)CCN(Cc2nccn2-c2ccc(OC)cc2)CC1 (stereo not given)	0%	?	-1%	10%	7%	-3%	-1%	-4%	-11
CC1CCCCC1n1c(-c2cccnc2)n[nH]c1=S (stereo not given)	-3%	0%	0%	-1%	-4%	-10%	-5%	-1%	6
COc1ccccc1CNC(=O)c1nn(C)c2c1CS(=O)(=O)c1ccccc1-2	1%	0%	-3%	8%	-3%	-10%	-5%	4%	-5
N#CC1=C(N)OC2=C(C(=O)CCC2)C1c1ccc2c(c1)OCO2 (stereo not given)	4%	7%	-2%	4%	0%	·	-7%	12%	0
O=C(CS(=O)(=O)c1cccc(Cl)c1)Nc1ccccc1Cl	21%	-2%	0%	6%	-2%	10%	-3%	-179%[0.0737 µM]	-5
CCCCCCCCNC(=O)/C(C#N)=C/c1ccccc1[N+](=O)[O-]	?	16µM*	-27%	-17%	-19%	-14%	-39%	?	?
CCN1/C(=C/C(C)=O)Sc2ccc(OC)cc21	-20%&-4%&-20%	?	-3%	-4%	-7%	-15%	1%	0%	1
CS(=O)(=O)N1CCN=C1SCc1ccc(Br)cc1	-1%	1%	2%	3%	3%	·	-4%	4%	-10
COc1ccc(OC)c(-c2csc(NC(=O)CSc3ccc([N+](=O)[O-])cc3)n2)c1	-24%	?	-30%[57.1 µM]	-3%	-8%	8%[11.3 µM]	6%	2%	-69*
CCCOc1ccc(C2NC(=S)NC(C)=C2C(=O)c2ccccc2)cc1OC (stereo not given)	?	0%	-2%	-21%	-22%	-15%	10%	1%	-6
O=[N+]([O-])c1ccc(-c2cnc3ccccc3n2)cc1	0%	-8%	-15%	16%	16%	76%[activator]	2%	4%	13
CCS(=O)(=O)N1Cc2ccccc2CC1C(=O)N(C)Cc1ccc(OC)c(F)c1 (stereo not given)	-16%	?	2%	-1%	1%	5%	1%	3%	10
COc1cnc(-c2ccccn2)nc1NC(C)C	?	7.3µM*	5%	?	?	?	6.5µM*	23µM*	104
